Compound activity: PubChem, National Center for Advancing Translational Sciences (NCATS)
KDM5B inh: Primary screen for KDM5B Histone Demethylases FDH-coupled qHTS. KDM5B demethylase, FDH-coupled NADH fluorescence (FDH is formaldehyde dehydrogenase). Potency, µM (titrated, usually from 57.7 µM), inactives show at the highest dose activity change, negative = inhibition, actives largely listed as inhibitors. 220,000 tested, 2.6% active. AID 1347165, 2019; active = well fitted inhibition curve with a large enough effect; inconclusive = small, poorly fitted or top-dose-only effect; inactive = no such curve, though single readings can be large or run the other way; also: 0% is about no effect; nearly all actives have a fitted effect of over 70% in size
Target sequence (Q9UGL1 whole entry, looked up): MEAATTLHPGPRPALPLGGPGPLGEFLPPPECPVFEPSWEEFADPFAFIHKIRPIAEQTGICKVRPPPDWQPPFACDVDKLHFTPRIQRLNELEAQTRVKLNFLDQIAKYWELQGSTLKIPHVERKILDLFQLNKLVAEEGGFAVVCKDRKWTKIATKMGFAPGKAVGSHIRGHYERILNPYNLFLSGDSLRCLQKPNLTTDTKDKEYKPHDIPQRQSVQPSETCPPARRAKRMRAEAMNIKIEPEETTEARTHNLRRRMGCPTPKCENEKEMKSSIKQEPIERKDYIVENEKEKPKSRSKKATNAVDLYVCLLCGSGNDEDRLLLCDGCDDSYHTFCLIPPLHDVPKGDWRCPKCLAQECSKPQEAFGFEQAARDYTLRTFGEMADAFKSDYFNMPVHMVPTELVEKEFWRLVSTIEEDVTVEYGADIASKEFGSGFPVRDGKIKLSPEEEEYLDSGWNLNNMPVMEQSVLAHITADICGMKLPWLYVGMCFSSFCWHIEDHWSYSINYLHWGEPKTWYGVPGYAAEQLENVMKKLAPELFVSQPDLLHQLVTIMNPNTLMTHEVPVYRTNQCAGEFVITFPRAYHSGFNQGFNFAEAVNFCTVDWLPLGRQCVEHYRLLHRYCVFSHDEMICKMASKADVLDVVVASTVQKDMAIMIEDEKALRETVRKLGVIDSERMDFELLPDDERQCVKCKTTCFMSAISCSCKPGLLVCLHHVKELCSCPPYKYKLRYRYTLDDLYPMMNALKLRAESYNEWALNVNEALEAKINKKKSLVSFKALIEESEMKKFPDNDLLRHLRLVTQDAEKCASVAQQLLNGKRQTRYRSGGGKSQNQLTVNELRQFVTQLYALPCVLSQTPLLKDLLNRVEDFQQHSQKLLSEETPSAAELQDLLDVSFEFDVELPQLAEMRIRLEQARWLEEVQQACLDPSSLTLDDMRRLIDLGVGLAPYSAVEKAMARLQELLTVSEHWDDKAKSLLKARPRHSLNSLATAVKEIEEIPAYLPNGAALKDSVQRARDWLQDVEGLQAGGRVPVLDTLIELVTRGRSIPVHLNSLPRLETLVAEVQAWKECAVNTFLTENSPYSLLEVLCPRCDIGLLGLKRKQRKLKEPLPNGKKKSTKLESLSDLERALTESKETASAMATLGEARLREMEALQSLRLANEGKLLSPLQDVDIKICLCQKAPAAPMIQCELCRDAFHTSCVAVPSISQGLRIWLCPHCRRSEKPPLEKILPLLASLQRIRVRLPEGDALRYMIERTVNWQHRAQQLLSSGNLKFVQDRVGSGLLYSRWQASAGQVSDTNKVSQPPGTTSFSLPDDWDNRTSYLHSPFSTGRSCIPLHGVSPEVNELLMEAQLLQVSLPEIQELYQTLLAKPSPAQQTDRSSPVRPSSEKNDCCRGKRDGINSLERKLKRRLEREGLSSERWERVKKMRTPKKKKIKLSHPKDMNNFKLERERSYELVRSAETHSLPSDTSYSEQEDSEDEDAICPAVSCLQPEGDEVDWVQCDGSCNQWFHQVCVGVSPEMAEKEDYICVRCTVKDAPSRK
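Coupled FDH/NAD⁺ fluorescence readout. KDM5BΔAP 200 nM final; compound titration, 10 min RT preincubation; substrate mix 12.5 µM H3K4me3, 25 µM 2-OG, 50 µM Fe(II), 100 µM ascorbate, 0.25 mM NAD⁺, 0.25 U/mL FDH; ΔRFU over 30 min.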
* = called active by the depositor; i = inactive; ? = inconclusive; & = joins results of further samples; [ ] = another dose, or the depositor's remark. Potency is read from the fitted curve at half-maximal effect. A portion of the library; the hit share may differ from the screen's.

Start of the listing, in advance:
SMILES	KDM5B inh
Cc1ccc(N2CC(c3noc(-c4cc(Cl)ccc4F)n3)CC2=O)cc1 (stereo not drawn)	?
CCCn1c(-c2ccc(C(=O)OC)cc2)nc2c1c(=O)[nH]c(=O)n2Cc1ccccc1	?
Cc1ccc(CNC(=O)C2CCCCC(=O)N2)cc1 (stereo not drawn)	7%

All compounds of this part, repeating the preview:
SMILES	KDM5B inh
Cc1ccc(N2CC(c3noc(-c4cc(Cl)ccc4F)n3)CC2=O)cc1 (stereo not drawn)	?
CCCn1c(-c2ccc(C(=O)OC)cc2)nc2c1c(=O)[nH]c(=O)n2Cc1ccccc1	?
Cc1ccc(CNC(=O)C2CCCCC(=O)N2)cc1 (stereo not drawn)	7%
COc1cccc(CC(=O)N2CCC3(CC2)N=C(c2ccc(Cl)cc2)NO3)c1	?
COc1ccccc1C(=O)Nc1ccc(C(=O)OCc2cc(=O)n3nc(C4CC4)sc3n2)cc1	-5%
FC(F)(F)c1ccc(Cl)c(N/N=C/c2cccc3ccccc23)c1	18%
Cc1ccc(NC(=O)N2CCN(C)c3ncccc32)cc1C	?
CN1CCC[C@H]1c1nc(-c2ccc(F)cn2)no1	?
O=C(/C=C/c1ccco1)N(Cc1ccc(Cl)cc1)C1CCS(=O)(=O)C1 (stereo not drawn)	?
CCc1ccc(C(=O)N2CCC(OC3CCN(C)CC3)CC2)cc1	14%
CCCCc1ccc(CC(=O)Nc2cc(S(=O)(=O)N3CCOCC3)ccc2O)cc1	?
Cc1ccc(C2CCCN2C(=O)Cn2nc(C)c3ccccc3c2=O)cc1 (stereo not drawn)	-1%
O=[N+]([O-])c1cc(S(=O)(=O)N/N=C/c2cccs2)ccc1Cl	-7%
Cn1c(=O)[nH]c(=O)c2c1nc(N1CCN(C/C=C/c3ccccc3)CC1)n2Cc1ccc(Cl)cc1	0%
COc1cccc(/C=C/c2nc(C#N)c(NCCCn3ccnc3)o2)c1	i
CC(NC(=O)CSCc1cccs1)C1CCCO1 (stereo not drawn)	14%
Cc1cc(NC(=O)CSc2nnc(-c3ccncc3)n2C2CC2)no1	8%
CC(C)CN1CCc2nc(N3CCN(c4ncccn4)CC3)ncc2C1	?
CC(=O)N(Nc1ccccc1)c1ccccc1	7%
COc1ccc(OCCn2c3ccccc3n3nc(CCC(=O)O)c(=O)nc23)cc1	0%
Cc1nnc(-c2cc(-c3ccncc3)ccn2)n1CCN1CCOCC1	5%[86.2 µM]
Cc1ccc(C)c(NC(=O)CN(C)C(=O)c2cccc(S(=O)(=O)NCC3CCCO3)c2)c1 (stereo not drawn)	-6%
COc1ccc(CCC(=O)NCc2nc3cccnc3n2Cc2cccc(OC)c2)cc1	?
O=c1[nH]c2sc3c(c2c2nc(-c4ccc(O)cc4)nn12)CCC3	3%
CCc1ccccc1NC(=O)Cn1ccn(Cc2ccccc2)c(=O)c1=O	?
Cc1ccc(NC(=O)Cn2c(=O)n(Cc3ccco3)c(=O)c3sc4ccccc4c32)cc1C	?
CC(C)c1nn(C)c(Cl)c1CNCc1ccc2c(c1)OCCO2	16%
COC1CCC12CCN(C(=O)c1cnn(C)c1)CC2 (stereo not drawn)	-8%
CCc1ccc2occ(CC(=O)Nc3c(C(=O)c4ccc(F)cc4)oc4ccccc34)c2c1	5%
COc1ccccc1NC(=O)CSc1nnc(N)s1	-11%
CC1CCCN(C(=O)Cn2ncc3c([nH]c4ccccc43)c2=O)C1 (stereo not drawn)	?
C=CCC1(/C=C/C)CCCCN1 (stereo not drawn)	-1%
Cc1ccc(NC(=S)Nc2ccccc2)nc1	-3%
CC(C)(C)NC(=O)c1ccccc1-c1ccccc1C(=O)NC(C)(C)C	6%
CCCCN(Cc1ccccc1)c1ccc(NS(=O)(=O)c2ccc(CC)cc2)cc1C(=O)O	12%
COc1ccc(CNc2nc3ccccc3nc2NS(=O)(=O)c2cccc(C)c2)cc1	11%
CCC(C)n1c(C(C)CC(=O)Cc2ccccc2)nc2cccnc21 (stereo not drawn)	-10%[149 µM]
Cc1ccc(NC(=O)Nc2cn(CC(C)C)c(=O)c3ccccc23)cc1N(C)C	?
CC1CCN(C(=O)C2CCN(C(=O)c3ccc(C#N)cc3)CC2)CC1	21%
C=CCN(Cc1cccs1)C(=O)CCl	9%
Cc1ccc(CNC(=O)Cn2cccc2-c2nc(-c3ccc(F)cc3)no2)cc1	-3%
O=C(c1ccccc1)c1ccccc1C(=O)c1ccccc1	-14%&-10%
Cc1cc(Nc2cccc(F)c2)n2nc(-c3ccco3)nc2n1	-1%
CC(C)NC(=O)/C(C#N)=C/c1ccc(N(C)C)o1	-1%
Cc1cc(C)cc(OC(=O)c2snnc2C)c1	?
COc1nccc(N2CCC(CC(=O)N3CCN(C4CCCCC4)CC3)CC2)n1	-25%
Cc1cccc(Oc2coc3cc(OC(=O)c4ccc(F)cc4)ccc3c2=O)c1	-9%
Cc1cc(C)c2c(CN3CCN(CCO)CC3)cc(=O)oc2c1	-1%
Cc1ccc(Cn2c(C3CCN(C(=O)c4c(F)cccc4F)CC3)n[nH]c2=O)cc1	10%
CCCC1=Nc2cc(C(=O)NCCc3ccc(OC)cc3OC)ccc2Sc2ccccc21	?
O=C(Nc1cccc(F)c1)N1Cc2[nH]cnc2C[C@H]1c1nc(-c2cccc([N+](=O)[O-])c2)no1	?
COC(=O)c1c(NC(=O)Cc2coc3ccc(C(C)C)cc23)sc2c1CCC2	?
Clc1cc(NCCOc2ccccc2)n2nccc2n1	-21%[86.2 µM]
Cc1cccc(NC(=O)C2CC(=O)N(c3n[nH]c4cccc(F)c34)C2)c1C (stereo not drawn)	8%
COc1ccc(O[C@H]2COCCN(Cc3nccn3C)C2)cc1	-19%[86.2 µM]
Cc1cccc(C(=O)Nc2cccc(-c3ccc4nncn4n3)c2)c1	14%
COc1ccccc1CNC(=O)CSc1nc(-c2cccs2)nc2ccccc12	1%
CNC(=O)N(O)C1N(/N=C/c2ccccc2O)C(=S)SC1(C)C (stereo not drawn)	-15%
CCCN1C(=O)C2(c3ccccc31)c1c(oc3cc(C)c(C)cc3c1=O)C(=O)N2CCCOC (stereo not drawn)	-1%
COc1cccc(C(=O)NCCSc2c(-c3ccc(F)cc3)[nH]c3ccccc23)c1OC	?

Another view of some results above:
Compound | KDM5B inh
COc1cccc(CC(=O)N2CCC3(CC2)N=C(c2ccc(Cl)cc2)NO3)c1 | ?
COc1ccccc1C(=O)Nc1ccc(C(=O)OCc2cc(=O)n3nc(C4CC4)sc3n2)cc1 | -5%
FC(F)(F)c1ccc(Cl)c(N/N=C/c2cccc3ccccc23)c1 | 18%
Cc1ccc(NC(=O)N2CCN(C)c3ncccc32)cc1C | ?

The list continues.
SMILES	KDM5B inh
COC(=O)c1ccc(N2CCOCC2)c(NC(=O)c2ccc3c(c2)OCO3)c1	8%
Cc1ccc(N(C(C)C(=O)N2CCCCC2)S(C)(=O)=O)cc1 (stereo not drawn)	14%
O=C(C[C@@H]1O[C@H](CNC(=O)c2ccccc2)[C@@H](O)[C@H]1O)NC1CC1	23%[86.2 µM]
COc1cccc(C(=O)Nc2ccc3oc(C)nc3c2)c1OC	15%
O=C1Nc2ccc(-c3ccc(F)cc3F)cc2C(=O)N2CC[C@H](NC(=O)N3CCOCC3)[C@@H]12	-4%
CN(Cc1ccc(F)cc1)Cc1cncs1	-21%[86.2 µM]
CCOC(=O)c1c(-c2ccccc2)oc2cc(Br)c(O)cc12	?
CCN(Cc1cccs1)C(=O)c1ccc(C#N)cc1	9%
O=C(Cn1ccc2ccc(OCc3ccccc3)cc21)NC1CC1	9%
NC(=O)[C@H](Cc1cccs1)NC(=O)[C@@H]1C[C@@H](NC(=O)c2cnccn2)CCN1C(=O)c1ccco1	13%
CC(C)CCN1CCC2(CC1)Cc1ccccc1NC2=O	21%[86.2 µM]
Cc1csc(NC(=O)CCc2ncc(-c3ccc(C)c(C)c3)o2)n1	10%
C#CCNC(=O)[C@H]1O[C@H](CCN2CCN(c3ccccc3)CC2)CC[C@@H]1O	-9%[86.2 µM]
CCOc1ccc(C2Cn3nnc(-c4nc(-c5ccc(F)cc5)no4)c3CO2)cc1 (stereo not drawn)	?
O=C(CSc1ncc2c(n1)-c1ccccc1N(Cc1ccc(F)cc1)S2(=O)=O)c1ccc(Cl)cc1	-3%
Cc1ccc2ncc(C(=O)NCCc3ccc(S(N)(=O)=O)cc3)c(=O)n2c1	?
CC1=C[C@@H](CN2CCCCC2)[C@H](C(C)C)C[C@H]1Cc1nnc(-c2cncn2C)o1	-35%[86.2 µM]
Cc1nn(CN2CCN(S(=O)(=O)c3c(Cl)cccc3Cl)CC2)c(=O)c2ccccc12	62%[activator]
Cc1ccc(OCCC(=O)Nc2c(C)nn(C)c2C)cc1C	19%
O=C(COc1ccc(F)cc1)Nc1ccc2nc(SCC(=O)N3CCOCC3)sc2c1	?
Cc1ccc(C)c(Cn2c3ccccc3c3cnn(CC(=O)NCC(C)c4ccccc4)c(=O)c32)c1 (stereo not drawn)	-11%
CCc1ccc2oc(=O)cc(CN3CCCCCC3)c2c1	20%
CC(C)c1nncn1C1CCN(S(=O)(=O)c2ccc(F)c(F)c2)CC1	-16%
COc1ccc(C(=O)/C=C/c2ccc(F)cc2)c(OC(=O)c2ccccc2C)c1	4%
COc1cccc(NC(=O)N2CCCC(C(=O)NC3CCCCC3C)C2)c1 (stereo not drawn)	20%
O=C(CSc1nnnn1C1CC1)c1c[nH]c2ccccc12	12%
CC(C)(C)C(O)(CC#CCN1CCCC1)c1ccccc1 (stereo not drawn)	16%
COC(=O)c1ccc(CN2C(=O)[C@@H]3C[C@@H](O)CN3C3(CN(C4COC4)C3)C2=O)cc1	-24%[86.2 µM]
Cc1ccc(C2=NC3(CCN(C(=O)c4cccc(F)c4)CC3)ON2)cc1	-4%
COc1ccc2cc1Nc1ccc(cc1)C[C@H](NCc1ccncc1)C(=O)N(C)[C@H](C(=O)NCc1ccc(OC(F)(F)F)cc1)C2	?

6 entries picked at random from those above:
SMILES	KDM5B inh
Cc1ccc(OCCC(=O)Nc2c(C)nn(C)c2C)cc1C	19%
COc1ccc2cc1Nc1ccc(cc1)C[C@H](NCc1ccncc1)C(=O)N(C)[C@H](C(=O)NCc1ccc(OC(F)(F)F)cc1)C2	?
Cc1ccc(C2=NC3(CCN(C(=O)c4cccc(F)c4)CC3)ON2)cc1	-4%
CC(C)(C)C(O)(CC#CCN1CCCC1)c1ccccc1 (stereo not drawn)	16%
CC(C)c1nncn1C1CCN(S(=O)(=O)c2ccc(F)c(F)c2)CC1	-16%
COc1cccc(NC(=O)N2CCCC(C(=O)NC3CCCCC3C)C2)c1 (stereo not drawn)	20%

(list continues)
SMILES	KDM5B inh
O=C1CC(c2ccc3c(c2)OCO3)c2ncn(-c3cccc(C(F)(F)F)c3)c2N1 (stereo not drawn)	?
Cc1cccc(NC(=O)Cn2c(N3CCc4ccccc4C3)nc(C)cc2=O)c1	?
COc1ccc(CCNc2ncnc3c2c(-c2ccccc2)cn3-c2ccc(F)cc2)cc1OC	?
Cc1ccc(N2CC(NC(=O)c3cccc(CCC(C)(C)O)c3)CC2=O)cc1 (stereo not drawn)	44%
CCn1c2c(c(=O)n1Cc1ccccc1)CCN(C(=O)c1ccc(Oc3ccccc3)cc1)C2	-16%
Cc1ccc(S(=O)(=O)N(C)c2ccc(OCC(=O)OCc3cccc(Br)c3)cc2)cc1	3%
CC(C)c1ccc(NC(=O)CCC2CCN(C(=O)c3ccccc3)CC2)cc1	6%
COc1ccc(N2CCN(Cc3nc4c(c(=O)n(C)c(=O)n4C)n3C(C)C)CC2)cc1	8%
O=C(NCc1cccnc1)c1ccc(N2CCC(NCCCn3ncc4ccccc43)CC2)cc1	-30%
CCOC(=O)c1cccc(Nc2nc3ccccc3nc2NS(=O)(=O)c2ccccc2)c1	i
COC(=O)C(CCSC)NC(=O)c1cc2c(n(-c3ccccc3)c1=O)CC(C)(C)CC2=O (stereo not drawn)	?
CCn1c(=O)c2sccc2n2c(CCCC(=O)N3CCN(c4ccccc4OC)CC3)nnc12	-22%
CC(=O)c1c(C)[nH]c(C(=O)Cn2cnc3cc(F)ccc3c2=O)c1C	13%
CC(C)c1ccc(NC(=O)CN2C(=O)COc3ccc(S(=O)(=O)Nc4ccccc4)cc32)cc1	-30%
COCCn1c(SC(C)C(N)=O)nnc1-c1cccc(C)c1 (stereo not drawn)	6%
CCN1C(=O)C(O)(CC(=O)c2ccc3c(c2)OCO3)c2ccccc21 (stereo not drawn)	?
CCOc1ccc(-c2cc3c(=O)n(CCNC(=O)Cc4ccccc4C)ccn3n2)cc1	22µM*
CSc1ccc(CNC(=O)C2CCN(c3cc(C(F)(F)F)nc(C)n3)CC2)cc1	?
CC1CCc2c(sc(NC(=O)COc3ccccc3)c2C(=O)Nc2ccccc2Cl)C1 (stereo not drawn)	-5%
COc1ccc(-c2cc(C(C)=O)c(C)n2CCC(=O)Nc2cc(C)ccc2OC)cc1	?
CCCCOC(=O)c1ccc(Nc2ncnc3c2cnn3-c2cccc(C)c2)cc1	-13%
Cc1ccc(NC(CNS(=O)(=O)c2ccc(Cl)cc2)c2ccccc2)cc1 (stereo not drawn)	-8%
CC(OC(=O)c1cncc(Br)c1)C(=O)C12CC3CC(CC(C3)C1)C2 (stereo not drawn)	20%
CN(Cc1ccc(N(C)C)cc1)Cc1ccccc1C(F)(F)F	-11%[86.2 µM]
C=CCn1cc2c3c(cccc31)[C@H](CC(C)C)N[C@H](C(=O)NCCC)C2	?
Cc1ccc(-c2csc(-c3nc(-c4ccc(Br)s4)cs3)n2)cc1	-6%
O=C(NCc1ccccc1Cn1cccn1)c1cn[nH]c1-c1ccccc1	11%
CNc1ccc(Cl)cc1C(N)=O	?
Cc1ccc(C(C)C)c(OCC(=O)Nc2ccc3c(c2)nc(CN2CCCC2)n3C)c1	-1%
CCc1ccc(CN2CCCC(CNC(=O)c3cccc(OC)c3OC)C2)cc1 (stereo not drawn)	?
